Ins promoter up = MIN6 insulin promoter up-regulation; MIN6 insulin promoter-GFP reporter, high-content imaging; stronger effect = higher value; AID 1625; 190,000 compounds, 0.3% hits; z-score at 5 µM;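 active = z-score above 3 at 5 µM with at least 500 cells counted in the well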
Lipid droplet = hepatic lipid droplet formation modulation | inhibition, % at 6.5 µM | 240,000 compounds, 0.4% hits | AML12 mouse hepatocytes, oleate lipid droplets, BODIPY imaging;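 active = lipid droplet intensity inhibited by at least 50%, with more than 500 cells counted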
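Assay system: AML12 hepatocytes (mouse) / Also added: 100 µM oleic acid challenge / Times: overnight treatment with compound plus oleate / Detection: high-content imaging of BODIPY-stained droplets and DAPI nuclei / Evaluation: % inhibition of lipid droplet signal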
Autophagy HCS = autophagy modulation, high-content screen | MEF GFP-LC3 puncta imaging; test concentration mostly 10 µM | calls only at 10 µM (by protocol) | 190,000 compounds, 0.98% hits | AID 463193;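 active = percentage of spot-positive cells more than 3 SD above its plate mean, without a fluorescence outlier flag or 80% toxicity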;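 note: spot-positive cell cutoff set from DMSO-treated cells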
PMI inhibitors = MPI enzyme activity inhibition – biochemical, fluorescence intensity, coupled assay, primary screen (AID 1209); purified PMI enzyme, coupled fluorescence intensity; higher % means a stronger effect; one-dose inhibition, % at 20 µM; IC50 in µM for titrated hits; 190,000 compounds, 0.42% hits;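 note: plate controls were DMSO vehicle for no effect and wells lacking substrate for full effect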
MT stabilize HCS = microtubule stabilization, imaging screen. HeLa tubulin immunostaining HCS, 24 h; share of cells brighter than vehicle mean+2SD. % tubulin-high responders, % at 10 µM. 200,000 compounds, 0.83% hits;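 active = plate Z-score above 3 for both tubulin-high and condensed-nucleus cell shares, with cell loss under 80%, at 10 µM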;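 note: anti alpha tubulin signal scored within the nucleus-defined area of each cell; some results filed as inactive read as strong as hits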
TNAP activation fold = stimulation of alkaline phosphatase TNAP activity – biochemical, luminescent, no phosphate acceptor, uHTS, primary screen (AID 1001) | purified TNAP, luminescent activation assay, no phosphate acceptor; higher activation fold means a stronger effect | activation fold at 20 µM, or EC50 in µM where a hit was titrated | 200,000 compounds, 0.03% hits; in the data active = activation fold from about 3, or a potency from the dose series; inactive = the rest, 99 in 100 with activation fold below about 1.6; note: many of its hits are not listed in these tables
human PMI inhibitors = human PMI inhibitors, high substrate, primary screen, biochemical, fluorescence intensity, high mannose 6-phosphate (AID 1220) | recombinant PMI enzyme, coupled fluorescence intensity; higher % means a stronger effect | inhibition, % at 20 µM; hits with a dose series show IC50 in µM | 190,000 compounds, 0.66% hits
b-catenin transl = beta-catenin nuclear translocation modulation. AID 1665. HeLa beta-catenin nuclear translocation, immunofluorescence imaging. 190,000 compounds, 0.3% hits. nuclear translocation activity, % at 5 µM;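 active = nuclear translocation activity above 50% at 5 µM, with a well cell count of 50 or more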;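 note: per-cell ratio of nuclear to cytoplasmic median beta-catenin stain intensity; plate controls were DMSO negative control for no effect and GSK-3 inhibitor IX positive control for full effect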
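Test system: HeLa cells, endogenous beta-catenin; Compound: single 5 µM dose plus 0.02–20 µM confirmation series; Times: compound exposure 24 h at 37°C; Signal: fluorescence imaging of beta-catenin antibody stain plus DAPI; Read-out: % activation, nuclear-to-cytoplasmic median beta-catenin signal ratio per cell.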
T cell modulator = T cell immune modulators affecting CD8 T cell-vesicle binding. 2C CD8+ T cell-vesicle binding, flow cytometry; stronger effect = lower value. calls only at 7 µM. 330,000 compounds, 0.068% hits. AID 2052;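 active = response, share of CD8 T cells binding vesicles, and their 90th percentile fluorescence all below set limits, cut at about 80% in these data, passing the limit was not always enough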
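Read-out – percent CD8+ FL2 mean versus row control · System – murine 2C transgenic CD8+ T lymphocytes · Times – 1.5 h cell–vesicle binding at 37 °C, then 20 min icy labelling · Control set – naked vesicles low, QL9 vesicles with vehicle high · Detection – cytometric PE anti-B7-1 and Alexa647 anti-CD8 signals after 1% paraformaldehyde fixation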
Ins promoter up cell count = further read-out of Ins promoter up, marked with its call; cell count; measured here: cytotoxicity, nuclei count;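 total cells summed across four imaged fields per well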
Lipid droplet cells 6.5 µM = also measured in Lipid droplet; calls as there; cell count; measured here: cell count, cytotoxicity flag;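 cells counted across two imaged fields per well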
b-catenin transl cell count 5 µM = recorded beside b-catenin transl, whose call it bears; cell count; measured here: cell count, cytotoxicity flag
T cell modulator vesicle-bound % = further read-out of T cell modulator, marked with its call; double positive events, %; measured here: CD8+ vesicle-bound cell fraction;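 binding gate set so that unloaded-vesicle control wells show 10% double positive cells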
MT stabilize HCS Hoechst-high % = further read-out of MT stabilize HCS, marked with its call; % Hoechst-high responders; measured here: nuclear condensation Hoechst responders;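 share of cells brighter than vehicle mean plus two SD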
MT stabilize HCS cytotoxicity % = further read-out of MT stabilize HCS, marked with its call; toxicity, %; measured here: cytotoxicity by cell density;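 0% = mean cell density of plate MIN control wells and 100% = no cells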
Autophagy HCS cell loss 18 h = recorded beside Autophagy HCS, whose call it bears; toxicity, %; measured here: cell loss, nuclei count;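 cell loss after 18 h compound exposure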
Starred values were filed as active, the others as inactive; i = inactive; . = not tested or not shown. Cut-off read from the data, not from the text of the source, unless noted: active = inhibition above about 50%; inactive = the rest.

SMILES	Ins promoter up	Ins promoter up cell count	Lipid droplet	Lipid droplet cells 6.5 µM	Autophagy HCS	Autophagy HCS cell loss 18 h	PMI inhibitors	MT stabilize HCS	MT stabilize HCS Hoechst-high %	MT stabilize HCS cytotoxicity %	TNAP activation fold	human PMI inhibitors	b-catenin transl	b-catenin transl cell count 5 µM	T cell modulator	T cell modulator vesicle-bound %
Cc1ccc(-c2noc(CCCC(=O)N3CCOCC3)n2)cc1	0.1	1208	.	.	i	-6	-5%	3.4	2.3	5.7	1.2	1%	-3.0	994	i	51
Cc1ccc(N2CCN(C(=O)c3ccccc3)CC2)c(C)c1	-0.32	1327	-13	681	i	29	16%	5.3	2.8	5.7	1.1	7%	.	.	i	8
CCOc1ccc(C(=S)N2CCOCC2)cc1OCC	-0.56	840	19	861	i	-2	-7%	0.8	1.4	8.0	1.2	-8%	.	.	i	6
CC(C)OC(=O)Nc1ccc2c(c1)N(C(=O)CCN1CCOCC1)c1ccccc1CC2	.	.	-7	683	i	1	.	2.7	1.7	6.6	1.1	.	0.2	1541	i	44
CCOC(=O)C1CCN(C(=O)COc2ccc(Br)cc2)CC1	0.21	1258	-6	733	i	3	4%	2.5	1.9	11	1.1	-3%	.	.	i	54
N#C/C(=C/c1ccccc1[N+](=O)[O-])c1nc(C2CC2)cs1	0.14	1401	-8	482	i	11	19%	5.7	4.0	1.8	1.2	18%	4.9	901	i	8
Cc1ccc(C(=O)O)cc1NC(=S)NC(=O)Cc1ccccc1	0.61	1539	.	.	i	-28	-4%	3.4	1.0	8.5	1.1	-8%	-1.2	1407	i	57
Cc1ccc(OC(=O)c2ccc3snnc3c2)cc1	-0.33	1479	.	.	i	-3	-6%	1.4	2.4	1.8	1.1	-6%	0.4	1440	i	38
CCN1CCC(Nc2ccnc3cc(Cl)ccc23)CC1	-0.17	1364	2	716	.	.	.	.	.	.	.	.	0.9	954	i	13
CCOC(=O)c1cnn(-c2nc(OCC)cc(OCC)n2)c1C	-0.06	1274	.	.	i	6	-1%	1.0	3.1	5.5	1.1	12%	0.2	525	i	43
O=S(=O)(NCc1cn2ccccc2n1)c1cc(F)ccc1F	0.12	1189	-19	710	i	-11	-18%	3.4	1.9	7.4	1	-14%	-3.8	1151	i	8
CCNC(=O)Oc1ccc[nH]c1=O	0.22	1047	2	836	.	.	.	.	.	.	.	.	-1.5	1216	i	29
COCCNc1ccc(N2C(=O)C3CCCCC3C2=O)cc1[N+](=O)[O-] (stereo not given)	-0.48	1361	-3	703	i	14	-5%	4.6	2.2	12	0.8	-4%	0.3	1180	i	26
Cc1ccc(N2C(N)=C(C#N)C(c3ccsc3)C3=C2CC(C)(C)CC3=O)cc1 (stereo not given)	-1.2	1533	.	.	i	6	4%	5.6	2.7	3.1	1.1	21%	-1.0	1348	i	57
COCc1[nH]c(=S)[nH]c(=O)c1C	0.28	1419	5	649	.	.	.	.	.	.	.	.	0.1	1047	i	25
Cc1ccccc1N=C1c2ccccc2C(=O)C1[N+](=O)[O-] (stereo not given)	0.22	1389	10	716	i	-9	-12%	1.4	1.3	7.3	1	1%	-0.5	1127	i	46
COc1ccc(C(=O)NCCn2ccc3ccccc32)c(OC)c1	-0.29	1162	.	.	i	-6	-5%	2.9	2.2	8.9	1	-1%	-5.9	911	i	26
CCCC1Cc2c(sc3ncnc(N)c23)CO1 (stereo not given)	0.3	984	.	.	i	0	-9%	1.4	0.7	4.1	1.1	-16%	.	.	i	28
CCOC(=O)c1ccc(NS(=O)(=O)c2cc(-c3nnnn3CC)ccc2OC)cc1	.	.	19	754	i	-2	0%	2.0	2.3	7.7	1.1	-1%	-1.0	1105	i	59
COc1ccc(O)c(C=Nc2cc(C)on2)c1	0.03	882	.	.	i	2	13%	6.3	2.7	0.7	1.1	24%	0.1	1127	i	42
CCn1c(-c2cc(-c3ccc(C)cc3)nc3ccccc23)n[nH]c1=S	-0.28	1308	4	693	i	3	14%	5.1	1.7	8.2	1.8	10%	-1.8	1027	i	27
COc1ccc(C2C(C(=O)NCc3ccco3)CCC(=O)N2c2ccc(OC)cc2)cc1 (stereo not given)	0.4	1406	.	.	i	20	4%	4.6	1.3	3.7	1	8%	0.0	1363	i	14
Cc1oc2ccc(OCc3ccc(F)cc3Cl)cc2c1C(=O)O	-0.11	1134	57*	755*	.	.	.	.	.	.	.	.	-0.3	1266	i	55
CCOC(=O)C(Cc1c(F)cccc1Cl)c1ccnc2nc(N)nn12 (stereo not given)	0.2	1542	-10	613	i	0	19%	1.3	0.9	9.0	1.1	65%*	-2.3	1073	i	44
COc1ccc(C(=O)Nc2ccc(Cl)cc2C(=O)N2CCCC(C)C2)cc1 (stereo not given)	-0.18	984	5	763	i	-7	9%	2.2	1.6	6.2	1	4%	-3.5	1201	i	58

Reprinted from the part before: 4 compounds, then new ones.
SMILES	Ins promoter up	Ins promoter up cell count	Lipid droplet	Lipid droplet cells 6.5 µM	Autophagy HCS	Autophagy HCS cell loss 18 h	PMI inhibitors	MT stabilize HCS	MT stabilize HCS Hoechst-high %	MT stabilize HCS cytotoxicity %	TNAP activation fold	human PMI inhibitors	b-catenin transl	b-catenin transl cell count 5 µM	T cell modulator	T cell modulator vesicle-bound %
COc1ccc(C2C(C(=O)NCc3ccco3)CCC(=O)N2c2ccc(OC)cc2)cc1 (stereo not given)	0.4	1406	.	.	i	20	4%	4.6	1.3	3.7	1	8%	0.0	1363	i	14
Cc1oc2ccc(OCc3ccc(F)cc3Cl)cc2c1C(=O)O	-0.11	1134	57*	755*	.	.	.	.	.	.	.	.	-0.3	1266	i	55
CCOC(=O)C(Cc1c(F)cccc1Cl)c1ccnc2nc(N)nn12 (stereo not given)	0.2	1542	-10	613	i	0	19%	1.3	0.9	9.0	1.1	65%*	-2.3	1073	i	44
COc1ccc(C(=O)Nc2ccc(Cl)cc2C(=O)N2CCCC(C)C2)cc1 (stereo not given)	-0.18	984	5	763	i	-7	9%	2.2	1.6	6.2	1	4%	-3.5	1201	i	58
Cc1cccc(NCN2C(=O)C3C4C=CC(C4)C3C2=O)c1 (stereo not given)	.	.	10	808	i	0	6%	1.1	1.6	0.6	1.1	4%	-3.1	1222	i	32
CCOc1ccccc1NC(=O)C1CCCN(S(=O)(=O)c2cccc3nsnc23)C1 (stereo not given)	1.5	1130	.	.	i	3	11%	4.8	2.8	6.4	1	19%	-2.2	897	i	58
COCc1cc(/C=N\NC(=O)c2ccc(Cl)cc2)ccc1OC	0.04	1239	-17	606	i	-1	13%	1.7	2.1	3.7	1.1	11%	0.7	974	i	30
O=C1C2=C(C(c3ccccc3)=NCCN2)C(c2cccc([N+](=O)[O-])c2)N1c1ccccc1 (stereo not given)	0	1305	0	649	i	-28	-5%	3.4	2.4	7.6	0.8	-1%	-0.7	1003	i	47
Cc1ccc2cccc(S(=O)(=O)Nc3c(C)n(C)n(-c4ccccc4)c3=O)c2n1	.	.	-2	723	i	4	-1%	3.1	0.2	22	1.1	-1%	.	.	i	28
Cc1cccc(-c2oc(C)c(C)[n+]2[O-])c1	.	.	8	760	i	2	-2%	2.1	2.9	7.6	1.1	-5%	.	.	.	.
Cc1nnsc1NC(=O)OCc1ccc(C(C)(C)C)cc1	-0.33	1506	.	.	i	13	-2%	1.0	1.0	8.6	1.1	-1%	1.8	1322	i	14
Cc1ccc(C)c(-c2nnc(OCC(=O)Nc3cc(C)on3)c3ccccc23)c1	-0.02	1322	0	793	i	11	15%	4.4	4.7	4.0	1	10%	-2.1	1192	.	.
COc1cc(NC(=O)COC(=O)c2n[nH]c3ccccc23)c(C)cc1[N+](=O)[O-]	1.1	1543	-14	673	i	-19	2%	3.8	1.8	0.1	1.1	0%	-5.0	1132	i	19
CCC(=O)N1CCc2cc(Br)cc(S(=O)(=O)CCC(=O)NCC3CCCO3)c21 (stereo not given)	0.29	1552	.	.	i	8	0%	2.7	1.6	11	1.1	13%	0.8	1368	i	37
CN(C(=O)CSc1ccccc1C(=O)O)C1CCCCC1	-0.22	920	-1	807	i	-13	6%	2.7	1.2	5.8	1.1	-2%	.	.	i	28
COCCCNC(=O)CCc1nc2cccnc2n1Cc1ccc(OC)cc1	0.63	1842	-8	668	i	-3	-2%	3.8	1.9	0.4	1.1	2%	-2.1	1081	i	43
CC1CC(N(C(=O)c2ccco2)c2ccccc2)c2ccccc2N1C(=O)c1ccco1 (stereo not given)	.	.	-11	731	i	-37	6%	2.9	1.6	5.5	1.1	-2%	-6.8	1258	i	58
CCCCCCCC(=O)NC1=NC(=O)C(C)(C)S1	0.18	1044	2	750	.	.	.	.	.	.	.	.	-0.5	1310	i	5
O=C(OCC(=O)N1CCCC1)c1ccccc1OCc1ccccc1	.	.	-3	603	i	4	6%	10	34	98	1.1	4%	-0.6	1073	i	9
COc1ccc(C(=O)COC(=O)CNC(=O)C2CCCCC2)c(OC)c1	1.4	782	-1	833	i	-1	6%	1.8	1.1	3.6	1.3	3%	.	.	i	20
COc1ccc(C(C)=O)cc1CSc1nnc(Nc2ccc(C)cc2)s1	.	.	-3	526	i	11	7%	2.6	2.0	7.5	0.8	10%	4.2	949	i	42
Cc1cccc(N2C(=O)C(Cl)=C(Nc3c(C)n(C)n(-c4ccccc4)c3=O)C2=O)c1C	.	.	-2	807	i	6	-36%	1.4	1.4	9.2	1	-65%	1.9	1132	i	25
CCOc1ccc(C2=CS/C(=C(\C#N)c3nnc4n3CCCCC4)N2CC)cc1	.	.	-79	644	i	-4	-6%	3.6	1.6	9.2	1.1	-18%	.	.	i	19
CC1(C)CC(=O)C2=C(C1)NC(SCC(=O)Nc1ccccc1)=C(C#N)C2c1ccco1 (stereo not given)	-1.6	1229	-5	822	i	-10	7%	2.0	1.6	3.9	1.1	2%	0.0	1263	i	30
Cc1ccc(CN(C(=O)c2sc3ccccc3c2Cl)C2CCS(=O)(=O)C2)cc1 (stereo not given)	.	.	6	728	i	1	13%	6.1	1.8	0.6	1.1	8%	4.3	322	i	8
